dFosB activator – activators of delta FosB homodimer, primary screen, biochemical, fluorescence polarization, TAMRA-CDK5 oligo, single point | AID 493131, 2011 | 340,000 tested, 0.99% active | activation, % at 25 µM | Protein FosB (Mus musculus), P13346 | purified delta FosB; percent of positive-control signal above neutral wells;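 active = mean activation above about 17%, with every replicate also reaching it, limit read from the data, passing the limit was not always enough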;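 note: fluorescence polarization rise as delta FosB binds a TAMRA Cdk5 AP-1 oligo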
Arr AP2 block – inhibitors of beta-arrestin/AP2 binding, primary screen, biochemical, GPCR trafficking, flow cytometry. beta-arrestin 1 C-terminal peptide binding to AP2 beta2-adaptin appendage (human). FITC-arrestin peptide / GST-AP2 beads; AP2 beta2 appendage carries R879A mutation. inhibition, % at 10 µM. 340,000 tested, 0.31% active;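 active = inhibition above a set limit, near 3 SD of compounds lacking own fluorescence, cut at about 54% in these data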;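 note: plate controls were DMSO wells for no effect and 5 µM unlabelled arrestin peptide for full effect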
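test system = AP2 appendage R879A on GSH beads | buffer or medium = PBS plus Tween 20 (0.05%) and BSA (0.1%) | incubation = 12 min plus 1 h, RT | detection = bead flow cytometry, FITC channel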
SR-BI DiI-HDL act – activators of SR-BI mediated DiI-HDL uptake, primary screen, ldlA[mSR-BI] CHO cells, DiI fluorescence | 3 h; 100 = double the neutral-control signal | activation, % at 12.5 µM | 320,000 tested, 0.096% active | AID 504775, 2011;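 active = mean replicate activation of at least 60% and every replicate at or above 60%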;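 note: 0% = median plate neutral-control signal and 100% = twice that signal; values of inactives mirror those of a sister screen read the other way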
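System: LDL receptor-deficient CHO ldlA cells overexpressing murine SR-BI | Timing: 3 h uptake period with compound, 37 °C | Medium: HEPES-buffered (25 mM, pH 7.4) F12 plus 0.5% BSA | Dosing: Single-point compound dose | Signal: Bottom-read fluorescence, 550/595 nm | Read-out: Retained DiI signal reflecting DiI-HDL uptake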
PKA-R2B activ – activators of PKA-R2B holoenzyme, primary screen, biochemical, fluorescence polarization, Cy5-IP20, human; 340,000 tested, 0.079% active; activation, % at 11.4 µM; cAMP-dependent protein kinase catalytic subunit beta (Homo sapiens) + cAMP-dependent …; PKA-R2B holoenzyme dissociation; R2B truncated from residue 108, S112A mutant; 0% DMSO only, 100% 113 µM cGMP;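 active = activation above a cutoff set at the mean over all compounds plus 3 SD, cut at about 18% in these data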;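 note: higher means more holoenzyme dissociation and a rise in polarization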
NSD2 inh – NSD2 histone methyltransferase inhibitors, primary screen, biochemical, AlphaScreen, single concentration, set 2. Histone-lysine N-methyltransferase NSD2 (Homo sapiens), O96028. NSD2 peptide methylation, 120 min. inhibition, % at 12.5 µM. 310,000 tested, 0.54% active. AID 743445, 2014; in the data active = inhibition above about 50%
CDK5 p35 inh – inhibitors of human CDK5/p35 kinase, primary screen, biochemical, single concentration | Cyclin-dependent kinase 5 (Homo sapiens) + Cyclin-dependent kinase 5 activator 1 (Homo … | Recombinant CDK5/p35, ADP-Glo luminescence, 60 min | inhibition, % at 10 µM | 330,000 tested, 0.01% active | AID 488839, 2010;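 active = highest replicate inhibition of at least 50% and at least 75% of replicates reaching 50%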;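 note: plate controls were DMSO neutral control for no effect and GW8510 at 10 µM for full effect; many of its hits are not listed in these tables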
SR-BI DiI inh – inhibitors of SR-BI mediated HDL lipid uptake, primary screen, ldlA[mSR-BI] cells, fluorescence, single point | ldlA[mSR-BI] CHO cells, DiI-HDL uptake fluorescence, 3 h | AID 488896, 2010 | inhibition, % at 12.5 µM | 320,000 tested, 0.96% active | Scavenger receptor class B member 1 (Mus musculus), Q61009;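 active = mean replicate inhibition of at least 70% and a set share of replicates each scoring 70 or more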;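 note: 0% = median of neutral control wells and 100% = median of positive control wells; values of inactives mirror those of a sister screen read the other way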
PKA-R1A activ – activators of PKA-R1A holoenzyme, primary screen, biochemical, fluorescence polarization, Cy5-IP20, bovine R1A, mouse PKAc. cAMP-dependent protein kinase type I-alpha regulatory subunit (Bos taurus) + …. activation, % at 11.4 µM. PKA-R1A dissociation; scaled: DMSO 0%, 113 µM cGMP 100%. 340,000 tested, 0.083% active. AID 504707, 2011;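 active = percent activation above the mean of all tested compounds plus 3 SD, cut at about 19% in these data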;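 note: higher means more PKAc released from R1A so a rise in polarization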
DSG3 Ab inh – inhibitors of pemphigus antibody binding to DSG3, primary screen, biochemical, bead-based, flow cytometry, scFv-GFP; 310,000 tested, 0.48% active; Desmoglein-3 (Homo sapiens), P32926; binding (percent of control), % at 10 µM; DSG3-coupled beads, scFv-anti-DSG3-GFP binding; hits give low values;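 active = binding more than 3 SD below its plate's average and above zero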;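 note: hits lower antibody fragment binding to DSG3; some compounds called inactive have numbers as strong as hits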
MITF act – activators of MITF-driven TRPM1 promoter reporter, primary screen, cell-based, SK-MEL-5, luciferase, single point. SK-MEL-5 TRPM1-promoter luciferase, 24 h; % of positive control, neutral wells = 0. activation, % at 12.5 µM. 300,000 tested, 0.75% active;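 active = mean activation of at least 80% with every replicate also reaching 80%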;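 note: 0% = neutral control wells and 100% = parthenolide positive control wells; values of inactives mirror those of a sister screen read the other way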
SUMO Mot1 rescue – yeast Mot1-301 growth rescue at high temperature, primary screen, SUMOylation pathway inhibitor project, S. cerevisiae, ATP luminescence, 38.5C; S. cerevisiae Mot1-301 growth rescue; percent above DMSO median, 100 means doubled; growth rescue, % at 18.8 µM; 320,000 tested, 1% active; AID 2716, 2010;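 active = every valid replicate shows activation above 250% relative to neutral control wells; inactive = the rest, any valid replicate at or below 250%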;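 note: OY570 slx delta 5 strain wells were the positive control but not used for scaling; some compounds called inactive have numbers as strong as hits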
* marks the source's active call; other numbers are inactive results; x = no result given. Hits appear at their usual frequency. About 4.7% of those tested had a hit in this group.

SMILES	dFosB activator	Arr AP2 block	SR-BI DiI-HDL act	PKA-R2B activ	NSD2 inh	CDK5 p35 inh	SR-BI DiI inh	PKA-R1A activ	DSG3 Ab inh	MITF act	SUMO Mot1 rescue
COCCNc1nc(C)cc(-c2cc(C(=O)NCc3ccccc3)on2)n1	-4	22	-2	-1	x	0.6	2	-8	101	-8	-14
COc1cc(Br)c(CC(=O)NC2CC2)cc1OC	-3	18	x	-4	0	-0.2	x	-2	105	x	12
Cc1cccc(NS(=O)(=O)c2c(C(=O)N3CCOCC3)c(C)n(C)c2C)c1C	-10	23	4	8	0	-0.2	-4	5	x	-1	-6
COC(=O)c1sc(-c2ccc(Cl)cc2)cc1NC(=O)/C=C/C(=O)O	-1	-14	11	1	2	1.0	-11	3	113	x	-15
COc1ccc(NC(=O)Cc2nnc(N)s2)cc1	-6	16	32	-3	7	1.5	-32	2	x	-11	x
Nc1nc(N)nc(-c2ccc(Cl)c(Cl)c2)n1	-1	-1	-3	-20	x	3.9	3	9	102	71	6
C[C@@H]1COC(=O)[C@@H](CC(=O)OC(C)(C)C)C/C=C\C[C@@H](CC(=O)N(CCO)Cc2ccccc2)C(=O)N1	-10	-3	9	-3	x	-2.9	-9	-2	94	-9	-9
COc1ccc(-n2nc3c(c2NC(=O)c2ccc(Br)o2)CS(=O)(=O)C3)cc1	-9	18	7	1	2	-0.1	-7	-13	x	-7	-11
O=C(c1cc(COc2c(F)cccc2F)on1)N(Cc1ccccc1)CC1CC1	-4	-6	6	4	-3	-0.4	-6	-12	x	21	14
COC(=O)Cc1c(C)c2ccc(OCC(=O)N3CCCC3)c(C)c2oc1=O	-2	-15	-11	4	0	-3.5	11	-10	112	-2	-4
CN(C(=O)c1ccc(Cl)cc1)C1=CCCCC1CCC#N (configuration not stated)	4	-4	31	-11	0	-0.1	-31	-6	x	0	-7
NC(=O)C1CCN(C(=S)NCCc2ccccc2)CC1	-2	31	1	-8	x	1.9	-1	-1	88	3	68
COc1ccc(OC)c(NC(=S)NCCC(c2ccccc2)c2ccccc2)c1	-13	-6	2	-3	-1	-1.7	-2	-16	72	-10	-14
OC(COc1ccccc1F)CN1CCC(Cc2ccccc2)CC1 (configuration not stated)	-3	4	11	-10	8	1.0	-11	-2	117	x	162
COCCCNC(=O)C1CCC(=O)N1Cc1ccccc1Cl (configuration not stated)	-2	0	-36	7	1	1.4	36	7	109	-5	44
O=C(CSc1nnc(NC(=O)c2ccccc2[N+](=O)[O-])s1)NCc1ccco1	-6	6	14	-4	x	-1.9	-14	14	105	10	-2
CC(=O)c1ccc(NC(=O)CCCC(=O)c2ccccc2)cc1	7	-18	5	-6	-11	-0.1	-5	-2	96	2	-9
FC(F)(F)c1cccc(CNC(=S)Nc2ccccc2)c1	-4	1	-28	-9	-1	-0.7	28	-7	87	4	61
CCCN(CCC)C(=O)CC(c1ccccc1)c1cc(Br)ccc1O (configuration not stated)	-29	-2	53	-7	2	-4.1	-53	-17	102	7	43
CCn1cc(S(=O)(=O)Nc2cc(C)ccc2F)cn1	-1	-6	15	6	0	1.0	-15	2	x	-8	-16
COc1ccc(N(CCOc2ccccc2)S(=O)(=O)c2ccccc2)cc1	-5	-14	-8	-5	-6	3.1	8	0	101	8	8
CN(C)c1nnnn1-c1ccccc1Oc1ncc(C(F)(F)F)cc1Cl	-2	24	-1	3	42	-0.3	1	1	100	3	-14
O=C(CSc1nnc(Cc2ccccc2)n1-c1cccc(Cl)c1)NNC(=O)Cc1ccccc1	-6	8	31	1	0	-1.6	-31	6	101	-4	-22
CN(C(=O)c1ccccc1)c1nccnc1C#N	-2	15	1	-4	-2	2.7	-1	-12	101	x	13
COc1ccc(-c2csc(N3CCC(c4ccccc4)CC3)n2)cc1	-12	1	-11	-12	2	0.2	11	-3	106	-5	12
CC1(C)Cc2c(C#N)c(N)n(-c3ccccc3)c(=O)c2CO1	-3	10	-10	4	0	-0.1	10	9	103	3	-1
CCOc1cccc(C(=O)NC(=S)Nc2ccccc2)c1	1	-7	-30	3	1	0.2	30	-10	107	93*	-4
CCOC(=O)C1C(=O)C(=O)N(C2CCCCC2)C1C(=O)OCC (configuration not stated)	0	13	19	-3	-1	-0.4	-19	-1	86	-9	x
CCOC(=O)Cc1c(C)c2c(C)[nH]nc2oc1=O	-15	4	-8	0	x	-0.9	8	-5	101	11	-1
CC(=O)c1ccc(S(=O)(=O)N2CCCC(N(C)CCc3ccccc3)C2)cc1 (configuration not stated)	0	11	8	-3	9	-2.1	-8	-2	105	-3	51
CCC(C)(C)NC(=O)CN(C(=O)c1snc(C(N)=O)c1N)c1ccc2c(c1)OCCO2	-10	-4	-1	-3	-2	1.7	1	5	100	7	11
CC(C)NC(=O)c1ccc(S(=O)(=O)N(C)C)cc1	-11	29	18	-5	-1	2.0	-18	-6	102	12	6
N#CCSc1nnc(COc2cccc3ccccc23)n1-c1ccccc1	-12	3	41	0	1	-0.4	-41	-6	101	x	3
Cn1c(-c2ccc(N)cc2)nc2ccccc21	3	2	15	1	2	-0.8	-15	-8	96	38	x
CC(C)NC(=O)NC(=O)CSc1nnc(COc2ccccc2Cl)o1	-12	30	1	5	0	0.6	-1	-5	94	5	-3
CCc1cccc(C)c1NC(=O)c1ccc(CN2CCc3ccccc3C2)cc1	-3	-4	-27	-4	7	-3.0	27	1	99	-9	187
CN(C(=O)CO/N=C/c1ccc(Cl)cc1)c1ccccc1	-4	-21	16	0	-1	-0.5	-16	-17	116	3	217
O=C(NCc1cccnc1)c1ccccn1	5	5	23	14	15	-3.7	-23	8	98	-8	195
COc1ccc([C@H]2CC(=O)C=C(c3ccc4c(c3)OCO4)C2)cc1OC	-1	1	2	-5	x	1.5	-2	-13	102	x	6
Cc1oc2cc3oc(=O)c(CCC(=O)NCCCC(=O)O)c(C)c3cc2c1C	0	34	x	-1	4	0.5	x	-7	95	-2	2
CN1CCN(NC(=O)CN(C)S(=O)(=O)c2cc(Cl)ccc2Cl)CC1	-8	1	8	5	1	-0.2	-8	-1	106	-2	15
Cc1ccc2nc(C3CCCN(C(=S)Nc4cccc(C)c4C)C3)[nH]c2c1 (configuration not stated)	-3	19	-41	-5	x	-1.5	41	-8	109	-21	7
Cc1ccc(NS(=O)(=O)c2cc3c4c(cccc4c2)C(=O)NC3=O)cc1C	-1	8	x	1	22	1.7	x	-1	106	-7	2
O=C(C1CCCN(S(=O)(=O)c2ccc(Cl)cc2)C1)N(Cc1cccs1)C1CC1 (configuration not stated)	-2	0	11	0	15	-3.8	-11	-6	97	-9	8
O=C(Cn1c(=O)oc2ccccc21)N1CCOCC1	0	-10	32	-17	-10	-0.6	-32	-9	96	6	8
O=C(CNC(=O)c1ccc(Cl)cc1Cl)OCCOc1ccccc1F	1	-1	8	5	-3	0.9	-8	-5	x	9	2
Cc1ccc(NC(=O)[C@H](CC(C)C)NC(=O)[C@@H]2Cc3ccccc3CN2)cc1	-8	-14	9	8	-3	1.5	-9	-1	102	4	1
CC(C)(C)NC(=O)CSC(=Nc1ccccc1F)NC#N	-3	1	-4	-1	-1	0.2	4	-3	106	34	-13
CC(C)C(=O)Nc1nc2cc3c(cc2s1)OCO3	-2	-8	17	-6	x	-1.6	-17	-4	103	x	17
CC1CCCN(CC(O)COCc2ccccc2)C1 (configuration not stated)	-3	-5	13	5	-1	-0.2	-13	4	85	14	4
O=C(NCC(=O)N1CCN(c2ccccc2F)CC1)c1ccco1	-2	10	2	8	-3	-4.1	-2	-2	105	16	x
CCOC(=O)C1(CCCc2ccccc2)CCN(C(=O)c2cnn(CC)c2)CC1	-6	15	-23	-17	-1	1.4	23	-2	99	4	14
COc1ccccc1N1CCN(C(=O)Nc2cccc(Cl)c2)CC1	3	35	-32	-2	-1	-0.1	32	3	57	27	-2
CCc1ccc(/C=C2/SC(N3CCOCC3)=NC2=O)cc1	0	-3	4	-9	1	1.3	-4	-5	103	-5	6
CCn1c(CSc2nnc(-c3ccc4c(c3)OCO4)o2)nc2cc(S(=O)(=O)N(C)C)ccc21	-13	-10	-29	-8	x	-1.5	29	-5	x	x	153
CC(Oc1cccc(Cl)c1)C(=O)NNC(=O)c1cccnc1 (configuration not stated)	8	-10	35	3	-6	1.6	-35	1	113	-3	3
CCCNc1nc2c(c(=O)[nH]c(=O)n2C)n1Cc1cccc(Br)c1	-7	3	-9	-1	0	1.0	9	-3	93	-8	10
O=C(NNC(=S)NC1CC2C=CC1C2)c1cccnc1 (configuration not stated)	-2	11	3	x	-2	-0.5	-3	x	85	x	283
CCCS(=O)(=O)N1CCCC(C(=O)Nc2ccc3c(c2)CCC3)C1 (configuration not stated)	-5	-7	-8	3	-2	-6.8	8	-3	101	18	-11
FC(F)(F)c1cc(Cl)c2nnc(-c3cccnc3)n2c1	-3	1	0	2	0	-2.1	0	2	95	4	-2
COC(=O)c1ccccc1NC(=O)CN(CCc1ccccc1)S(C)(=O)=O	4	23	-4	-5	0	1.9	4	-3	103	-11	40
NC(=O)Nc1ccc2c(c1)OCCO2	0	3	0	3	-1	0.8	0	-12	99	33	-14
Cc1cccc(NC(=O)c2cccc(NS(=O)(=O)c3ccc(Cl)cc3)c2)c1	-21	2	x	6	-1	0.0	x	-12	101	-18	168

Screens as filed in PubChem.
